DT40 TDP1 no CPT: qHTS for Inhibitors of human tyrosyl-DNA phosphodiesterase 1 (TDP1): qHTS in cells in absence of CPT | DT40 Tdp1-/- hTDP1 cells, no CPT, ATP luminescence, 48 h | Potency, µM (doses to about 46.2 µM), inactives show top-dose activity change, negative = growth inhibition, most hits filed as inhibitors | AID 686978, 2013 | 420,000 compounds, 15% hits; also: nearly all actives have a fitted effect of over 55% in size
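Chicken DT40 Tdp1-/- cells complemented with human TDP1, screened without camptothecin (DMSO vehicle only), 400 cells/well. Compounds pin-transferred, cells incubated at 37 °C for at least 48 hr. Growth read as ATP-dependent luminescence (CellTiter-Glo, 30 min at RT).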
TDP1 inh: blocks human tyrosyl-DNA phosphodiesterase 1. Q9NUW8. recombinant TDP1, AlphaScreen DNA substrate cleavage. Potency, µM (top dose mostly 130 µM), for inactives: top-dose activity change, negative = inhibition, usual class: inhibitors. 350,000 compounds, 0.28% hits. AID 485290; also: nearly all actives have a fitted effect of over 40% in size
Target sequence (Q9NUW8 whole entry, looked up): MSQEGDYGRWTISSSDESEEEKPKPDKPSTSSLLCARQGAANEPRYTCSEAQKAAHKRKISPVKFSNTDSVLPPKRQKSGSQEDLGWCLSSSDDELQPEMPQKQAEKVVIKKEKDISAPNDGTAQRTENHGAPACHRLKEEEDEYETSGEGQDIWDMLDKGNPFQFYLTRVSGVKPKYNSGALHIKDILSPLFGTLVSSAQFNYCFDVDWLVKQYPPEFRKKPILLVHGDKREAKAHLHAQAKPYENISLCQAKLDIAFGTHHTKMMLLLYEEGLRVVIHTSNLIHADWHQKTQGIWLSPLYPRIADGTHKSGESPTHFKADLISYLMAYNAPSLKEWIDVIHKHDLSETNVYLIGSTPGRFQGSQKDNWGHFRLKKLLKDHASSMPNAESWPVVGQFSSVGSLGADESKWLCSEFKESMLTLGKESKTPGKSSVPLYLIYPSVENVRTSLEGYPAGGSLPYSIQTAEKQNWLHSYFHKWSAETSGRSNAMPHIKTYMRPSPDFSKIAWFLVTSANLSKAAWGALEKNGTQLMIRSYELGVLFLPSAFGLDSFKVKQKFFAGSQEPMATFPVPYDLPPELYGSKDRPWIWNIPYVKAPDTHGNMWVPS
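Steps: enzyme plus compound, 15 min RT; add biotin/phosphotyrosine-FITC oligonucleotide (15 nM final), react 5 min; add donor/acceptor beads (10 ug/ml final), 10 min; read AlphaScreen. Tdp1 at 1 nM final.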
N370S GC: inhibits or activates N370S mutant glucocerebrosidase. N370S GC spleen homogenate, 4MU-glucoside fluorescence. Potency, µM (series often up to 59.4 µM), for the others: at the top dose activity change, negative = inhibition, most hits filed as inhibitors. 330,000 compounds, 0.092% hits. AID 2101. P04062;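 also: 0% = full enzyme activity and -100% = no enzyme basal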
* marks the source's active call; other numbers are inactive results; ? = inconclusive; . = no result given; & = joins results of further samples; [ ] = another dose, or the depositor's remark. Calls follow the shape of the dose curve; as a rule, active = well fitted curve in the direction sought with a large enough effect; inconclusive = small, poorly fitted or top-dose-only effect, or another doubt; inactive = no such curve, though single readings can be large; an effect the other way counts as inactive or inconclusive. Unless noted, % is scaled to controls: 0 for no effect and ±100 for the full control effect; potency is read from the fitted curve at half-maximal effect. Not all compounds are listed. The share of hits here may be higher or lower than overall.

molecule,DT40 TDP1 no CPT,TDP1 inh,N370S GC
Cc1ccccc1C1C(C#N)=C2N=C(N)c3c(sc4c3CCCCC4)N2C2=C1C(=O)CC(C)(C)C2 (configuration not stated),?,10%,-2%[12.8 µM]
O=C1C=C(c2cccc(Cl)c2)C[C@@H](c2ccc(F)cc2)C1,-20%,-8%,.
O=S(=O)(c1ccccc1Cl)N1CCN(c2nc(-c3cccs3)nc3ccccc23)CC1,10µM*,0%&0%,.
Cc1cccc(Nc2cc(C)c3c(O)cccc3n2)c1C,23µM*,12%,-16%
COc1ccc(NC(=O)NCCCCc2ccccc2)cc1OC,-22%,1%[56.1 µM],-6%
CCN(CC(=O)Nc1cc(Cl)ccc1C)C(=O)CCOc1ccc(C)cc1,3%,.,0%
NC(=O)c1c(NC(=O)c2ccc(N3C(=O)CCC3=O)cc2)sc2c1CCCC2,-17%,2%,.
O=C(CCCN1C(=O)c2cccnc2Oc2ccc(Cl)cc21)N1CCCCC1,7%,5%,-13%
Cc1ccc(NC(=O)c2cnc3cc(C)ccn3c2=O)c(C)c1,-2%,0%,.
COc1ccccc1CNC(=O)COC(=O)c1ccc(N2CCCC2=O)cc1,-27%,-1%,.
O=C(c1ccccc1)c1ccc2nc(Nc3ccccc3)c3nncn3c2c1,?,.,-4%
CCOc1c2ccc(C(=O)NCCc3ccc(C)cc3)cc2nn1CC,-4%,4%,-1%
Cc1ccc2nc(-c3ccncc3)cc(C(=O)NCCc3ccc(F)cc3)c2c1,?,.,-19%
Cc1ccc(C(=O)NCC(=O)NCC(c2cccs2)N2CCOCC2)cc1C (configuration not stated),-1%,0%,3%
O=C(C1CCCN(S(=O)(=O)c2ccc(F)cc2)C1)N1CCCCC1 (configuration not stated),23µM*,3%,-8%
COc1ccccc1C1N=C(c2ccccc2C)NO1 (configuration not stated),-3%,-6%,0%
S=C(Nc1ccc(Nc2ccccc2)cc1)N1CCN(c2ncccn2)CC1,-4%,5%,-8%
COCCCNC(=O)CS(=O)Cc1nc(-c2cccc(C)c2)oc1C (configuration not stated),-29%,7%,.
CC1(OC(=O)C2CCCC2)C(=O)C=C2C=C(c3ccsc3)N(CCN3CCOCC3)C=C2C1=O (configuration not stated),.,5%[21 µM],-10%[12.8 µM]
COC(=O)c1ccc(CN2C(=O)NC3(CCC(C)CC3)C2=O)o1 (configuration not stated),?,2%,7%
Cc1nnc(NCCc2ccccc2)[nH]c1=O,0%,1%,-13%
Cc1cccc[n+]1CC(=O)Nc1cccc([N+](=O)[O-])c1,13%,-1%,-12%
Cc1cccc(C)c1NC(=O)CSc1ncnc2[nH]ncc12,0%,0%,.
CCOc1ccc(C2=C(C=Nc3c(C)n(C)n(-c4ccccc4)c3=O)C(c3ccc(F)cc3)c3ccccc3O2)cc1 (configuration not stated),?,1%,0%
COc1ccc(Cl)cc1NS(=O)(=O)c1cccc(C(=O)NCC(C)(C)N2CCOCC2)c1,3%,1%,.
O=C(Nc1cccc(Cl)c1)N1CC2CCCN2c2ccccc21 (configuration not stated),?,11%,.
COc1ccc(-c2cc(=O)oc3cc(OC(C)C(=O)NCCCn4ccnc4)ccc23)cc1 (configuration not stated),21µM*,.,-1%
COc1ccc(C(=O)O)cc1F,6%,11%,5%
Cc1cccn2c(=O)c(C(=O)NCc3ccccc3Cl)c(O)nc12,23µM*,4%,.
CC1CCN(S(=O)(=O)c2ccc3[nH]c(=O)[nH]c3c2)CC1,-15%,.,-6%

Arranged by molar mass (falling): some entries from above
molecule,DT40 TDP1 no CPT,TDP1 inh,N370S GC
CCOc1ccc(C2=C(C=Nc3c(C)n(C)n(-c4ccccc4)c3=O)C(c3ccc(F)cc3)c3ccccc3O2)cc1 (configuration not stated),?,1%,0%
O=C(Nc1cccc(Cl)c1)N1CC2CCCN2c2ccccc21 (configuration not stated),?,11%,.
Cc1cccc(C)c1NC(=O)CSc1ncnc2[nH]ncc12,0%,0%,.
CC1CCN(S(=O)(=O)c2ccc3[nH]c(=O)[nH]c3c2)CC1,-15%,.,-6%
Cc1cccc[n+]1CC(=O)Nc1cccc([N+](=O)[O-])c1,13%,-1%,-12%

New compounds follow:
molecule,DT40 TDP1 no CPT,TDP1 inh,N370S GC
CCN(CC)c1ccc(NC(=O)OC)cc1,-19%,0%,5%
C[C@H]1CN=C(Nc2ccccc2)N1CC1CCCCCC1,13µM*,.,-6%
CC(C(=O)Nc1ccc(C#N)cc1)N(C)CC(=O)Nc1cccc(F)c1 (configuration not stated),3%,5%,-2%
CC(C)(C)n1nnnc1SCC(=O)Nc1nn(-c2ccccc2)nc1C(N)=O,-28%,0%,1%
Cc1cc(C)c(NC(=O)CSc2nc(COc3ccccc3)nc3ccccc23)c(C)c1,18µM*,4%,-7%
CN(C)c1ccc(C(C(=O)NCC2CCCO2)N(C(=O)c2snc(C(N)=O)c2N)c2ccc3c(c2)OCO3)cc1 (configuration not stated),?,11%,-8%
COc1cc(/C=C/C(=O)N2CCN(Cc3ccccc3)CC2)cc(OC)c1OC,18µM*,.,-12%
COc1ccc(/C(C)=N/NC(=O)CNC(=O)/C=C\c2ccccc2)c(OC)c1,?,-2%,-2%
CCOc1ccc(C2c3c(oc4cc(C)c(C)cc4c3=O)C(=O)N2CCCN2CCOCC2)cc1 (configuration not stated),4%,7%,-10%
O=C(Nc1ccc(-c2csc(Nc3ccccc3)n2)cc1)c1cccc(C(F)(F)F)c1,4.1µM*,5%,-2%
Cn1nc(CC(=O)NC2CCCCCCCCCCC2)c2ccccc2c1=O,18µM*,0%,12%
CCc1ccc(N2C(=O)CC(N3CCN(Cc4ccc5c(c4)OCO5)CC3)C2=O)cc1 (configuration not stated),0%,8%,-7%
CCCCN=C1NN=C(c2ccc(C)c(C)c2)CS1,?,10%,-11%
CC1(C)Cc2c(cnn2-c2ccccc2)C(=O)/C1=N\NC(=O)c1ccccc1O,-10%,8%,-1%
O=C(CSc1nc(-c2ccccc2)cs1)N1CCN(C(=O)c2ccco2)CC1,-24%,7%,22%
COc1ccc(NC(=O)CC2SC(N3CCOCC3)=NC2=O)cc1OC (configuration not stated),29%,-1%[56.1 µM],.
O=C(N1CCc2[nH]c3ccccc3c2C1)C(F)(F)F,-1%,.,4%
CCCCCCC(=O)Oc1cccc(N2C(=O)C3CCCCC3C2=O)c1 (configuration not stated),1%,?,1%
Cc1ccccc1NS(=O)(=O)c1cc(S(C)(=O)=O)ccc1C,-2%,6%,-1%
COc1ccc(CC(=O)OCC(=O)NCc2ccc(F)cc2)cc1,-2%,0%,.
CCOc1c2ccc(C(=O)NCc3ccc4c(c3)OCO4)cc2nn1CCOC,-2%,-2%,16%
CN1CCC(N(C)C(=O)c2ccc(Cl)c(S(=O)(=O)N3CCCCC3)c2)CC1,2%,-2%,.
COc1cccc2cc(C(=O)NCc3ccco3)c(=Nc3ccc(C(=O)O)cc3)oc12,16µM*,-7%,-13%
CCn1cc(C(=O)O)c(=O)c2cc(F)c(N/N=C/c3ccccc3)cc21,13µM*,3%,9%
CC(=O)Nc1ccc(Sc2ccccc2C(=O)Nc2ccc(F)cc2)cn1,18µM*,3%,-4%
COC(=O)C(Cc1ccccc1)NC(=O)CC(C)CC(=O)Nc1ccc(OC)cc1OC (configuration not stated),4%,3%,-2%
CCOC(=O)c1c(NC(=O)COC(=O)CC(NC(C)=O)c2ccccc2)sc(C(=O)NC)c1C (configuration not stated),?,-1%,-3%
CCNS(=O)(=O)c1ccc(NC(=O)CC(C)c2ccccc2)cc1 (configuration not stated),-18%,-3%,-9%
CCc1cccc(CC)c1NC(=O)C1CCN(C(=O)c2ccco2)CC1,0%,.,-2%
Cc1nc2ccccc2c2oc(C(=O)NCC3CCCO3)cc12 (configuration not stated),?,1%,-13%
CCOc1ccc(Cc2nc(C)c(CC(=O)N3CCOCC3)c(=O)[nH]2)cc1,2%,0%,-2%
O=C(c1cccs1)N1CCc2ccccc21,-8%,3%,9%
CCOc1ccc(/C=C2\SC(=S)NC2=O)cc1OC,?,0%,-9%
O=C(CSc1n[nH]c(-c2ccccc2F)n1)Nc1cc(F)ccc1F,?,0%,.
O=C(CCNS(=O)(=O)c1ccccc1F)OCc1ccccc1Cl,-19%,-5%,.
CCc1ccccc1NC(=O)CN(Cc1ccccc1)S(=O)(=O)c1ccc(Br)cc1,?,1%[2.28 µM],.
O=C1NC(=Nc2ccc(O)cc2)S/C1=C\C=C\c1ccco1,0.73µM*,-11%,-12%
S=C(Cc1ccc(Cl)cc1)N1CCOCC1,-3%,-2%,11%
O=C(CNc1cc([N+](=O)[O-])ccc1NCCO)Nc1cccc(S(=O)(=O)N2CCCCC2)c1,?,3%,.
COc1ccc(C(CC(=O)Nc2ccc(C)c(C)c2)N2Cc3ccccc3C2=O)cc1OC (configuration not stated),21µM*,3%,.
FC(F)(F)c1ccc(Cl)c(-n2c(-c3cc(C4CC4)[nH]n3)n[nH]c2=S)c1,-1%,6%,13%
O=C(CN1CCCC1)Nc1ccc(OCc2ccccc2)cc1,?,2%,-9%
OC(CNC1Cc2ccccc2C1)COc1ccc(F)cc1 (configuration not stated),-23%,8%,-1%
O=C(O)c1ccccc1C(=O)Nc1ccc(Oc2cccc(C(F)(F)F)c2)nc1,12%,.,12%
CS(=O)(=O)N(CC(=O)Nc1ccc2c(c1)OCO2)c1ccccc1,-6%,4%,1%
NC1=NC(c2ccccc2)=NC1(NC(=O)c1ccccc1)C(Cl)Cl (configuration not stated),-24%,.,1%
COc1ccc(Cc2nc3ccc(C(=O)NCc4ncc(C)[nH]4)cc3o2)cc1OC,12%,2%,1%
CCCc1cc(=O)oc2c(C)c(OCC(=O)NCCN3CCOCC3)ccc12,-5%,2%,0%
CC(=O)c1ccccc1Oc1cc(NN2CCCCC2)c([N+](=O)[O-])cc1[N+](=O)[O-],-28%,.,-1%
O=C(CCn1c(=O)oc2ccccc21)N(Cc1ccccc1)c1ccccc1,?,.,6%

Remaining list, next part
molecule,DT40 TDP1 no CPT,TDP1 inh,N370S GC
Cc1ccc(CO/N=C/c2c(O)cc(C)oc2=O)cc1,?,-9%,-2%
Cc1cc(S(=O)(=O)Nc2ccc(C(=O)NCC(c3ccco3)N(C)C)cc2)ccc1F (configuration not stated),-20%,.,-12%
O=C(Nc1ccccn1)c1cc(-c2cccnc2)nc2ccc(Br)cc12,?,0%,1%
O=C(O)c1ccc(COc2c(F)c(F)cc(F)c2F)o1,19%,-11%,2%
O=[N+]([O-])c1ccc2c(c1)nc1n2CCN(CC2CCCO2)C1 (configuration not stated),?,3%,-13%
N#CCCN(C(=O)COC(=O)CCc1ccccc1)c1ccccc1,-28%,2%,0%
Cc1cc(C)cc(OCC(=O)NCC2(N3CCOCC3)CCCCC2)c1,26µM*,5%,.
CSc1ccc(CCNC(=O)CCc2nnc3ccc(NCCCN4CCCC4=O)nn23)cc1,-9%,6%,-1%
COCCCNC(=O)N1c2ccccc2Sc2ccccc21,?,7%,-3%
O=C(COC(=O)c1cc(Cl)nc(Cl)c1)NCCc1ccc(F)cc1,-21%,0%,.
COc1ccc(C2(c3ccc(OC)cc3)NC(=O)N(CC(=O)Nc3ccccc3C(F)(F)F)C2=O)cc1,-25%,4%,-3%
O=C(Cn1ncc2c(=O)oc3ccccc3c21)NCc1ccccc1Cl,-18%,6%,.
C=CCN1C(=O)/C(=C2/Sc3ccc(OC)cc3N2C)SC1=Nc1ccccc1,?,3%,23%
O=C(O)c1ccccc1C(=O)NC1Cc2ccccc2C1,-7%,0%,24%

Record cards (already shown). Order of values: DT40 TDP1 no CPT, TDP1 inh, N370S GC
COc1ccc(Cc2nc3ccc(C(=O)NCc4ncc(C)[nH]4)cc3o2)cc1OC across the screens: 12%, 2%, 1%
C[C@H]1CN=C(Nc2ccccc2)N1CC1CCCCCC1 across the screens: 13µM*, ., -6%
NC1=NC(c2ccccc2)=NC1(NC(=O)c1ccccc1)C(Cl)Cl (configuration not stated) across the screens: -24%, ., 1%
CS(=O)(=O)N(CC(=O)Nc1ccc2c(c1)OCO2)c1ccccc1 across the screens: -6%, 4%, 1%

Bioassay records from PubChem BioAssay.
